RMI FANCM FP – RMI-FANCM interaction inhibition | Fluorescence polarization, RMI core complex with F-MM2 peptide; stronger effect = lower value | FP signal (polarization) at 33 µM | 70,000 compounds, 0.58% hits | AID 1159607; in the data active means FP signal below about 40; further: inactives centre near 61; strong numbers were not always called active; unit not given here
Starred values were filed as active, the others as inactive. Not all compounds are listed; count on the stated rates, not on these rows.

SMILES	RMI FANCM FP
COC(=O)c1c(NC(=O)c2ccn(C)n2)sc2c1CCN(Cc1ccccc1)C2	112
O=[N+]([O-])c1ccc(Cl)c(S(=O)(=O)Nc2cccc(-c3ccc(N4CCCC4)nn3)c2)c1	56
COCCN1CCCc2ccc(NC(=O)c3ccccc3C)cc21	65
O=C(N/N=C\c1ccccc1O)c1ccc([N+](=O)[O-])o1	64
Cc1[nH]c2ccccc2c1SCCNC(=O)c1ccc(S(=O)(=O)N2CCCC2)cc1	58
CCCCCn1c(Sc2ccccc2)nc2c1c(=O)[nH]c(=O)n2C	60
O=C(NCCn1ncc2c(N3CCCCCC3)ncnc21)c1cccc(C(F)(F)F)c1	68
Cc1ccccc1-c1ccc(N2CCN(C(=O)c3ccccc3)CC2)nn1	69
Cc1ccc(F)cc1NC(=O)Cn1cnc2c(-c3ccccc3)csc2c1=O	104
CC1(C)C2CCC1(CS(=O)(=O)Nc1cccc(S(N)(=O)=O)c1)C(=O)C2 (stereo not given)	48
COc1ccc(CCC(=O)NCCc2ccc(N3CCCC3)cc2)cc1	68
Cc1ccc(Cl)c2sc(NC(=O)c3ccc(S(=O)(=O)N(C)Cc4ccco4)cc3)nc12	74
Cc1ccc(Cl)cc1S(=O)(=O)NCC(c1ccc2c(c1)CCN2C)N1CCOCC1 (stereo not given)	56
CC(=O)Nc1ccc(S(=O)(=O)NNc2c(Cl)cncc2Cl)cc1Cl	53
Cc1ccc(NC(=O)C(C)Oc2ccc(Cl)cc2Cl)c(C)c1 (stereo not given)	56
Cc1cn2c(=O)c(C(=O)NCCCN3CCN(CCCNC(=O)c4cnc5sc(C)cn5c4=O)CC3)cnc2s1	55
Cc1cc(C)c2nc(C)cc(NC(=O)COC(C)C)c2c1	61
Cc1nn(-c2ccccc2)c(C)c1Sc1ccccc1[N+](=O)[O-]	58
Cc1nnc(NC(=O)Cc2csc(Nc3ccccc3)n2)s1	65
O=C(NC(NC(=O)c1ccccc1)c1ccccc1)c1ccccc1	60
O/N=C\c1ccoc1	69
CCOc1ccc(C(=O)Nc2cc(-c3cccs3)nn2-c2nc(C)cc(=O)[nH]2)cc1OCC	60
CC(=O)N1N=C(c2ccc(Br)cc2)CC1c1cn(-c2ccccc2)nc1C (stereo not given)	102
CCN(CC)CCN(C(=O)c1ccc(C(=O)c2ccccc2)cc1)c1nc2c(F)cc(F)cc2s1	74
O=S(=O)(c1cccc(F)c1)N1CCN(c2ccc(Cl)c(Cl)c2)CC1	50
Cc1cc(C)c(S(=O)(=O)NC(CCC(=O)O)C(=O)O)cc1N(C)S(C)(=O)=O (stereo not given)	65
CCOc1cc(/C=N\Nc2nnc(C(C)(C)C)c(=O)[nH]2)ccc1O	62
CCOC(=O)CSc1nnc(CCc2c(C)[nH]c(=O)[nH]c2=O)o1	61
N#C/C(=C\c1ccc(-c2ccccc2Cl)o1)C(N)=O	79
Cc1nnc2ccc(N3CCN(S(=O)(=O)c4ccccc4)CC3)nn12	65
COc1ccc(CCNC(=O)CSc2cn(Cc3cc(C)ccc3C)c3ccccc23)cc1OC	62
O=C(Nc1ccccc1C(=O)NC1CCSC1)c1cccc(Cl)c1 (stereo not given)	53
O=C(CCC1CCCC1)Nc1ccc2c(c1)CN(C(=O)c1ccccc1)CC2	69
Cn1cccc1C(CNC(=O)c1cc2ccccc2oc1=O)N1CCCC1 (stereo not given)	63
CSc1ccccc1-c1nnc(NC(=O)c2c(F)cccc2F)o1	57
CCOc1ccc2nc(N(CCCn3ccnc3)C(=O)COc3ccccc3)sc2c1	62
O=C(C[n+]1ccc(/C=C/c2ccccc2)cc1)c1ccc(Br)cc1	128
Cc1oc(-c2cccc(C(F)(F)F)c2)cc1C(=O)NC(C)C	61
O=C(Oc1cc(O)cc2c1C[C@@H](OC(=O)c1cc(O)c(O)c(O)c1)[C@@H](c1cc(O)c(O)c(O)c1)O2)c1cc(O)c(O)c(O)c1	47
COc1cn(CC(=O)N2CCc3ccccc32)c(CSc2nc(C)cc(C)n2)cc1=O	52
CCCCOc1ccc(C(=O)NCCc2ccc3c(c2)CCCN3C)cc1	65
Cc1c(Cl)cccc1NC(=O)Cc1csc(SCc2ccc(Cl)cc2)n1	168
CCOc1ccc(N2CCn3c2nnc(C(=O)NCCc2c[nH]c4ccccc24)c3=O)cc1	55
CCC(CC)C(=O)Nc1nnc(SCc2cc(=O)c(OC(=O)c3cccc(Br)c3)co2)s1	59
C=CCn1c(Cc2csc(N)n2)nnc1SCC(=O)Nc1ccc(S(=O)(=O)Nc2cc(C)on2)cc1	60

Individual results from the list.
For RMI FANCM FP, CCOC(=O)CSc1nnc(CCc2c(C)[nH]c(=O)[nH]c2=O)o1 has 61
For RMI FANCM FP, O=C(NC(NC(=O)c1ccccc1)c1ccccc1)c1ccccc1 has 60

(next part)
SMILES	RMI FANCM FP
CCOC(=O)Nc1ccc2c(c1)N(C(=O)CC)CCC2	73
CCOc1cc(C(=O)NCCc2cc3ccc(C)c(C)c3[nH]c2=O)cc(OCC)c1OCC	61
O=C(NCc1n[nH]c(=O)c2ccccc12)c1cccc(Cl)c1	60
CC(C)N1CCc2c(sc(NC(=O)CN3C(=O)CCC3=O)c2C#N)C1	-12
CCOC(=O)c1c(NC(=O)c2ccc([N+](=O)[O-])o2)nc(SC)n1Cc1cccs1	59
O=C(COc1ccc2ccccc2c1)Oc1ccc(Oc2ccccc2)cc1	60
Cc1ccc(S(=O)(=O)c2cnc(SCC(=O)NCCc3ccccc3)[nH]c2=O)cc1Cl	61
O=C(Cc1cccc2ccccc12)NCC1CCN(Cc2ccco2)CC1	73
COc1ccc(S(=O)(=O)NCC(c2cccn2C)N2CCc3ccccc3C2)cc1C (stereo not given)	75
O=S(=O)(Nc1ccc(Oc2ccc(F)cc2)nc1)c1cccc2cccnc12	48
COc1ccc(NC(=O)c2cccs2)cc1OC1CCCC1	56
N#C/C(=C\N1CCN(c2ccccc2)CC1)S(=O)(=O)c1ccc(F)cc1	62
Cc1cc(C)c(-c2nnc(N)s2)c(C)c1	71
O=C(CSc1nnc2ccccn12)c1ccc(-c2ccccc2)cc1	71
COc1ccc(CCNC(C#N)c2cc(Br)ccc2O)cc1OC (stereo not given)	50
CS(=O)(=O)N1CCCC(C(=O)Nc2ccc3sccc3c2)C1 (stereo not given)	66
S=C(NCc1ccccc1)NCc1ccccn1	60
Fc1ccc(Nc2nc3ccccc3[nH]2)cc1	61
Cc1c(C(=O)N2CCN(C(=O)c3ccco3)CC2)sc2nc(-c3cccc([N+](=O)[O-])c3)cn12	70
O=C(c1ccccc1)N1N=C(c2ccc(Cl)cc2)CC1c1ccc(Cl)cc1 (stereo not given)	88
CCOC(=O)N1CCN(c2ncnc3c2cnn3-c2ccc(C)cc2)CC1	58
Cc1cc(=O)n2[nH]c(C(F)(F)F)nc2n1	60
O=C(NCCCn1nc(-c2ccco2)ccc1=O)c1cccc2ccccc12	69
C/C(=N/N=C(/N)SCc1cc(F)cc2c1OCOC2)c1ccc(C)nc1	51
Cc1ccc(S(=O)(=O)NC(=O)Nc2nc(-c3ccc(C)c(Cl)c3)c(C)s2)cc1	52
O=C(Cc1cccs1)Nc1nc2ccc(F)cc2s1	71
COC(=O)c1sc(-c2ccccc2)cc1NC(=O)c1ccc(S(=O)(=O)N2CCc3ccccc32)cc1	48
O=C1NC(=O)c2cc(NC(=O)C3CCCN3S(=O)(=O)c3ccc(Cl)s3)ccc21 (stereo not given)	62
O=C(Nc1cccc2ccccc12)N(CCO)C1CCS(=O)(=O)C1 (stereo not given)	64
CCC(C)CCCCC(=O)NC(CCN)C(=O)NC(C(=O)NC(CCN)C(=O)NC1CCNC(=O)C(C(C)O)NC(=O)C(CCN)NC(=O)C(CCN)NC(=O)C(CC(C)C)NC(=O)C(Cc2ccccc2)NC(=O)C(CCN)NC1=O)C(C)O (stereo not given)	92
CCOC(=O)N1CCN(C(=O)CSc2nnc(Cc3cccn3C)n2-c2ccc(Cl)cc2)CC1	63
Cc1ccc(S(=O)(=O)C(CNC(=O)C(=O)NCc2ccccc2F)c2ccco2)cc1 (stereo not given)	58
O=C(O)c1cccc(CSc2cccs2)c1	52
O=c1[nH]c2cc(Cl)ccc2c(O)c1-c1ccc(Oc2ccccc2)cc1	48
COc1cc(O)c(C(C)=O)cc1Br	69
O=c1c2cccc3cccc(sc4cccc5cccc1c54)c32	61
O=C(COc1cccc2ccc(N3CCCC3)nc12)Nc1ccc2c(c1)OCO2	58
O=C(c1cc(=O)c2ccccc2o1)N1CCN(Cc2nc(C3CC3)cs2)CC1	62
O=C(NCCCN1CCOC(c2ccccc2)C1)C(=O)NCc1ccc(F)cc1 (stereo not given)	72
O=C(Cn1nc(C2CC2)c2cnn(-c3ccc(F)cc3)c2c1=O)NCc1ccco1	86
Cc1cccc(NC(=O)Nc2ccccc2F)n1	67
Cc1ccccc1Cn1c(=O)n(Cc2ccc(F)cc2)c(=O)c2nccnc21	67
C1=CC(=C(c2ccccc2)c2ccccc2)C=C1	59
COCCN1CCC(CNS(=O)(=O)c2cc(C)ccc2OC)CC1	73
O=C(NCCS(=O)(=O)N1CCN(c2ccccc2)CC1)c1ccccc1C(F)(F)F	57
CCc1nnc(C2CCN(S(=O)(=O)c3cc(OC)ccc3OC)CC2)s1	62
COc1ccc(S(=O)(=O)Nc2ccc3c(c2)N(CCC(C)C)C(=O)C(C)(C)CO3)c(OC)c1	63
O=c1[nH]nc(SCc2cccc(F)c2)n2nc(-c3ccco3)cc12	66
Cc1cccc(NC(=O)CSc2ccc(NC(=O)c3ccccc3)nn2)c1	143
Cc1ccc(NC(=O)CSc2nc(=O)n(CCN(C)C)c3c2CCCC3)c(C)c1	56
NC(=O)c1ccccc1NC(=O)C1CCCN(c2ccc(-c3ccccc3)nn2)C1 (stereo not given)	59
C=CCn1c(SCc2ccccc2)nnc1-c1ccc([N+](=O)[O-])cc1	57
CSc1nc2ccc3nc(NC(=O)c4cccc(N5C(=O)CCC5=O)c4)sc3c2s1	64
COC(=O)c1cc(NC(=O)/C=C/c2ccc(OC)c(OC)c2Cl)ccc1N1CCOCC1	60
COc1cc(C(=O)Nc2nc(-c3ccccc3)ns2)cc(OC)c1OC	73
CCOC(=O)c1c(-c2ccc(OC)c(OC)c2)csc1NC(=O)CNCCCN1CCOCC1	64
CC(=O)Nc1nnc(SCc2cc(=O)c(OC(=O)c3cccc(C(F)(F)F)c3)co2)s1	52
COc1ccc2c(c1)CC/C(=C\c1ccc(C)o1)C2=O	64
Cc1nn(C)c(NNS(=O)(=O)c2ccc(Cl)c(Cl)c2)c1[N+](=O)[O-]	61
CC(CC(=O)Nc1ccc(Cl)cc1)S(=O)(=O)c1ccc(Cl)cc1 (stereo not given)	45
More compounds
SMILES	RMI FANCM FP
CCOc1cc(-c2nnc(NC(=O)c3cccc4ccccc34)o2)cc(OCC)c1OCC	60
O=C(Nc1ccc(-c2nc3cccnc3s2)cc1)c1ccc2c(c1)OCO2	77
Cc1cc(C)c(S(=O)(=O)Cc2nc(-c3ccccc3Cl)no2)cc1C	103
O=C1NC(=O)/C(=C/c2ccc(Br)cc2)S1	64
COc1ccc(NC(=O)NCCCn2nc(-c3ccc(Cl)cc3)ccc2=O)cc1OC	64
C=CCN1C(=Nc2ccccc2)SC/C1=C\C(=O)OC	67
Nc1ccn(-c2ccccc2)n1	55
N#CCCCN(Cc1ccccc1)Cc1ccccc1	56
O=C(Nc1ccccc1)c1cc(-c2ccc(Cl)cc2)oc1C(F)(F)F	60
Fc1ccc(C2=NNC3=NCCN3C2)cc1F	69
O=C(c1cccs1)N1CCc2ccc(NS(=O)(=O)c3ccc(F)c(Cl)c3)cc21	69
CC(C)Sc1sc(C(=O)O)c(-c2ccc(Cl)cc2)c1C#N	55
O=C(/C=C/c1cccs1)Nc1nnc(-c2cc3ccccc3o2)o1	56
COC(=O)c1c(NC(=O)c2ccc(C)cc2)csc1C	55
Nc1nccc(-c2ccc(NC(=O)Nc3cccc(Cl)c3)cc2)n1	61
COc1cccc(C(Nc2ccccn2)c2c(NC(=O)c3ccco3)sc(C)c2C)c1 (stereo not given)	56
CCOC(=O)N1CCN(C(=O)Cn2cnc3c(cnn3CCO)c2=O)CC1	53
COc1ccccc1CCN=C(N)NS(C)(=O)=O	62
COc1ccc(-c2noc(-c3c(C)cc(C)n(CC(=O)Nc4ccc(OC)c(Cl)c4)c3=O)n2)cc1	131
S=C(NCCc1ccccn1)NC1CC2CCC1C2 (stereo not given)	59
Cc1nc(-n2nc(-c3cccs3)cc2NC(=O)C(=O)c2c(C)[nH]c3ccccc23)[nH]c(=O)c1C	67
CS(=O)(=O)N1CCN(C(=O)Cc2csc(Nc3ccc(F)cc3)n2)CC1	63
CC(=O)Nc1ccccc1OCC(O)CS(=O)(=O)c1ccc(C(F)(F)F)cn1 (stereo not given)	49
CCC(=O)N1CCN(C(=O)c2ccccc2)CC1	60

By substructure: the compounds so far with a furan ring, fused or not (16)
SMILES	RMI FANCM FP
O=C(N/N=C\c1ccccc1O)c1ccc([N+](=O)[O-])o1	64
Cc1ccc(Cl)c2sc(NC(=O)c3ccc(S(=O)(=O)N(C)Cc4ccco4)cc3)nc12	74
O/N=C\c1ccoc1	69
N#C/C(=C\c1ccc(-c2ccccc2Cl)o1)C(N)=O	79
Cc1oc(-c2cccc(C(F)(F)F)c2)cc1C(=O)NC(C)C	61
CCOC(=O)c1c(NC(=O)c2ccc([N+](=O)[O-])o2)nc(SC)n1Cc1cccs1	59
O=C(Cc1cccc2ccccc12)NCC1CCN(Cc2ccco2)CC1	73
Cc1c(C(=O)N2CCN(C(=O)c3ccco3)CC2)sc2nc(-c3cccc([N+](=O)[O-])c3)cn12	70
O=C(NCCCn1nc(-c2ccco2)ccc1=O)c1cccc2ccccc12	69
Cc1ccc(S(=O)(=O)C(CNC(=O)C(=O)NCc2ccccc2F)c2ccco2)cc1 (stereo not given)	58
O=C(Cn1nc(C2CC2)c2cnn(-c3ccc(F)cc3)c2c1=O)NCc1ccco1	86
O=c1[nH]nc(SCc2cccc(F)c2)n2nc(-c3ccco3)cc12	66
COc1ccc2c(c1)CC/C(=C\c1ccc(C)o1)C2=O	64
O=C(Nc1ccccc1)c1cc(-c2ccc(Cl)cc2)oc1C(F)(F)F	60
O=C(/C=C/c1cccs1)Nc1nnc(-c2cc3ccccc3o2)o1	56
COc1cccc(C(Nc2ccccn2)c2c(NC(=O)c3ccco3)sc(C)c2C)c1 (stereo not given)	56
